Assay outcomes deposited in PubChem BioAssay by several laboratories.
Rv3671c inh – Rv3671c serine protease inhibitors, primary screen, biochemical, fluorescence polarization, M. tuberculosis H37Rv | inhibition, % at 5.96 µM | 0.048% of 320,000 active | P9WHR9; in the data active = inhibition above about 38%;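 note: extracellular domain of Rv3671c used as enzyme; 0% = enzyme with DMSO and 100% = no enzyme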
Target sequence (P9WHR9 whole entry, looked up, the tested form may be a part): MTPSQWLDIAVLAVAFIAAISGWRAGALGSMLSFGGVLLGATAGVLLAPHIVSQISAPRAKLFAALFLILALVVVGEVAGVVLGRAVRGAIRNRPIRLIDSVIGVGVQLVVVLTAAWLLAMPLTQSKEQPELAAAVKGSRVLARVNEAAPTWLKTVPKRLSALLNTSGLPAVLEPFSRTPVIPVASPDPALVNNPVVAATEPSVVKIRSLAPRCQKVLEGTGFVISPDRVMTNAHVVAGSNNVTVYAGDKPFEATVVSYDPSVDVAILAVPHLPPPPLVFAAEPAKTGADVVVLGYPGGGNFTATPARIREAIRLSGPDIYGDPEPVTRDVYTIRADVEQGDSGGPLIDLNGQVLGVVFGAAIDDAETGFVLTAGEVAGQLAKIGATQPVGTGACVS
MazEF act – activators of E. coli MazEF toxin-antitoxin RNase, primary screen, biochemical, fluorescence, uHTS | activation, % at 20 µM | Endoribonuclease toxin MazF (Escherichia coli (strain K12)), P0AE70 | FAM/BHQ RNA-DNA oligo cleavage fluorescence, 5 h | 0.32% of 350,000 active; in the data active = activation above about 50%
FBA Mtb inh – Mtb FBA enzyme inhibitors, primary screen, biochemical, fluorescence, strain H37Rv. inhibition, % at 1 µM. Fructose-bisphosphate aldolase (Mycobacterium tuberculosis (strain ATCC 25618 / H37Rv)), …. 2.3% of 360,000 active. purified M. tuberculosis FBA, fluorescence read-out; in the data active = inhibition above about 27%;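 note: 0% = vehicle and 100% = reference inhibitor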
GDH-TPI inh – GDH-TPI coupling enzyme inhibitors, primary screen, artefact control for M. tuberculosis FBA inhibitor project, biochemical, absorbance, full deck; GDH-TPI coupled enzyme counterscreen, NADH absorbance; inhibition, % at 4.8 µM; 1.2% of 360,000 active; AID 588335, 2011; in the data active = inhibition above about 30%;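 note: 0% = DMSO wells and 100% = wells lacking the enzyme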
SARS 3CLpro inh – SARS-CoV 3CLpro protease inhibitors, primary screen, biochemical, quenched FRET; recombinant SARS-CoV 3CLpro, quenched FRET peptide cleavage; inhibition, % at 6 µM; 0.14% of 290,000 active; in the data active = inhibition above about 12%
Mtb BioA inh – M. tuberculosis BioA enzyme inhibitors, primary screen, biochemical, plate reader, single point, HTS | 7,8-diaminopelargonic acid synthase BioA (Mycobacterium tuberculosis) | 0.096% of 360,000 active | inhibition, % at 9.99 µM | AID 602481, 2012 | purified M. tuberculosis BioA enzyme; in the data active = inhibition above about 40%
BH1578 lux ind – inducers of Vibrio cholerae quorum light production without autoinducers, primary screen, BH1578 luxS cqsA deficient, single point; 0.16% of 350,000 active; activation, % at 18.7 µM; V. cholerae BH1578 lux reporter, luminescence, 6 h; in the data active = activation mostly above about 9.7%, no sharp cut-off; note: not every result past the cut was called active; inactives centre near 0; reference of the scale not given here
PriA SSB inh – inhibitors of Klebsiella pneumoniae PriA binding to SSB C-terminal tail, primary screen, biochemical, AlphaScreen; PriA–SSB C-terminal tail interaction (Klebsiella pneumoniae); AlphaScreen SSBct-PriA binding, biotinylated peptide; inhibition, % at 33 µM; 0.6% of 430,000 active; AID 1272365, 2023; in the data active = inhibition mostly above about 37%, no sharp cut-off; inactive = mostly below about 20%;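 note: plate controls were negative control peptide for no effect and reference peptide for full effect; strong numbers were not always called active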
VHR inh abs – VHR1 phosphatase inhibitors, primary screen, biochemical, absorbance, uHTS; recombinant VHR phosphatase, pNPP absorbance; Dual specificity protein phosphatase 3 (Homo sapiens), P51452; inhibition, % at 13.3 µM; 0.52% of 290,000 active; in the data active = inhibition above about 50%; note: some compounds called inactive have numbers as strong as hits
Target sequence (P51452 whole entry, looked up): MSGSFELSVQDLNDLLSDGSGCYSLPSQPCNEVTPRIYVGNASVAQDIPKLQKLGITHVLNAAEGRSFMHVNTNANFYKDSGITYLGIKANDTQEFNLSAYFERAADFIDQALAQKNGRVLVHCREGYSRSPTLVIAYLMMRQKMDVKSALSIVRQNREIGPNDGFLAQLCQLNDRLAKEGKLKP
Mtb UGM inh – M. tuberculosis UGM enzyme inhibitors, primary screen, biochemical, fluorescence polarization, single point. inhibition, % at 10 µM. AID 504406, 2011. 0.06% of 320,000 active. UDP-galactopyranose mutase (Mycobacterium tuberculosis (strain ATCC 25618 / H37Rv)), …. purified UGM, fluorescence polarization probe displacement; in the data active = inhibition above about 10%, passing the limit was not always enough
Target sequence (P9WIQ1 whole entry, looked up): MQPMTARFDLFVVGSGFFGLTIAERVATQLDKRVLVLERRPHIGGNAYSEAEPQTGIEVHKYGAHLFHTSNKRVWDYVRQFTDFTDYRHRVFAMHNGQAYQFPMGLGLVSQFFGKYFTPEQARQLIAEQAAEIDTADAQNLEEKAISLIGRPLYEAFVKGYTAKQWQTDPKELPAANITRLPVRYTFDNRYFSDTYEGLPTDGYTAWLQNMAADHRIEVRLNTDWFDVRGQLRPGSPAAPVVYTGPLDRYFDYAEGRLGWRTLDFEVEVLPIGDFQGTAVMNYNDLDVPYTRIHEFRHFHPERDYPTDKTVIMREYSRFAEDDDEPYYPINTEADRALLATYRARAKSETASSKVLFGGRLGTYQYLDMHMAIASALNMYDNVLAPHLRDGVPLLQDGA
The depositor's hits bear a star; i = inactive; nt = not tested or not shown; & = joins results of further samples.

SMILES	Rv3671c inh	MazEF act	FBA Mtb inh	GDH-TPI inh	SARS 3CLpro inh	Mtb BioA inh	BH1578 lux ind	PriA SSB inh	VHR inh abs	Mtb UGM inh
CC[N+](C)(C)c1cccc(O)c1	-2	5	2	12	1	0.1	i	-6	5	0.1
Cn1c(N)c(C(=O)COC(=O)CC2CC3CCC2C3)c(=O)n(C)c1=O (centres undefined)	9	6	0	-3	-2	1.7	-1.1	2	18	1.2
CC1(c2nnc(Cc3ccccc3)o2)CC(c2ccc(Cl)cc2)=NO1 (centres undefined)	1	-1	3	9	nt	-2.3	i	-38	nt	1.8
O=C1COc2ccc(C(=O)CSc3nc4ccccc4c(=O)n3-c3ccc(Cl)c(Cl)c3)cc2N1	-3	-55	4	0	-3	nt	nt	2	11	1.2
Cc1ccc(S(=O)(=O)CC(N)=O)cc1	-5	5	-1	2	2	-0.1	2.0	-13	23	2.0
CC(C)[N+](C)(CCC(C(N)=O)(c1ccccc1)c1ccccc1)C(C)C	6	-10	0	0	5	0.3	5.0	-2	30	1.7
Cc1ccc(NC(=O)Cn2ccc([N+](=O)[O-])n2)cc1C	9	6	0	0	0	nt	3.2	-2	18	1.0
COc1ccc(C(=O)CNc2ccccc2CO)cc1	2	7	3	1	0	nt	-0.3	-2	11	-2.0
CCNc1cc(N2CCCC2)ccc1[N+](=O)[O-]	-4	7	-14	4	0	nt	-0.2	-5	-5	0.3
COc1ccc(CNS(=O)(=O)c2cc(Br)cc3c2N(C(C)=O)C(C)C3)cc1 (centres undefined)	-3	-16	3	7	4	0.1	-0.2	7	16	2.8
COC(=O)c1cc(O)c(O)c(O)c1	-5	5	-1	4	-2	-2.1	-0.4	-10	-7	2.8
Cc1ccc2nc(N3CCOCC3)c(C=O)cc2c1	1	9	14	-6	-1	1.4	i	1	16	-0.4
O=C(CN1CCOCC1)Nc1nc2ccc(Cl)cc2s1	-3	-20	1	3	0	-2.5	0.7	-3	-4	-1.9
Cc1ccc(NC(=O)C2Cc3ccccc3O/C2=N\O)cc1C (centres undefined)	nt	-1	2	-10	1	-0.3	i	nt	-6	0.9
N#C/C(=C/c1ccc(N2CCCCCC2)o1)c1cccc(F)c1	5	-43	0	5	1	-1.1	i	-12	-16	-1.5
COc1ccc(C(=O)c2cc([N+](=O)[O-])ccc2N2CCOCC2)cc1	-10	-7	-5	16	6	nt	-0.2	-4	-4	1.5
C=C(C)Cn1c(SCC(=O)NCc2ccco2)nc2sc3c(c2c1=O)CCC3	0	-2	6	14	-3	2.7	i	-4	-4	-1.7
COc1cc(NC(C)CCCN)c2nc(C)ccc2c1Oc1ccc(F)cc1 (centres undefined)	nt	5	5	18	nt	6.6	-4.8	nt	nt	nt
Cc1c(N(C(=O)c2ccccn2)C2(C(=O)NC3CCCCC3)CCCCC2)c(=O)n(-c2ccccc2)n1C	-3	-1	4	8	1	nt	i	-5	29	-1.5
COc1ccc2c(c1)CCC/C2=N\Nc1nc(C(=O)NN)cs1	18	-1	5	24	-4	0.3	1.5	nt	18	-2.8
Cn1cnnc1SCc1ccc(C(=O)N=Nc2c(O)n(Cc3ccc(Cl)cc3)c3ccccc23)cc1	-4	-10	-9	16	-1	-2.6	-0.8	15	-6	nt
COc1ccc(-c2nc(CS(=O)CC(=O)NC3CCCc4ccccc43)c(C)o2)cc1OC (centres undefined)	7	6	2	5	-3	1.0	1.6	-3	6	0.7
Cc1cc(C)c(C#N)c(N2CCN(c3ccccc3F)CC2)n1	-5	5	-2	1	0	0.1	-0.3	-35	-23	0.0
S=c1ccc2ccccc2[nH]1	6	12	-2	5	3	1.1	-0.9	-11	14	1.3
O=C(NN=Cc1ccc2c(c1)OCO2)C1CC1	nt	2	-1	23	nt	-1.1	-1.3	-5	nt	nt

More records follow:
SMILES	Rv3671c inh	MazEF act	FBA Mtb inh	GDH-TPI inh	SARS 3CLpro inh	Mtb BioA inh	BH1578 lux ind	PriA SSB inh	VHR inh abs	Mtb UGM inh
Cc1ccc(S(=O)(=O)N2CCN(c3ncnc4sccc34)CC2)cc1C	nt	0	0	-2	nt	1.2	-2.9	-8	nt	nt
COc1ccc(C(=O)OCC[N+]2(C)CCCCC2)cc1	6	9	0	-12	0	nt	-0.4	-3	44	-1.9
COc1ccc(CCNC(=O)c2c(C)nc3ccccn23)cc1	-3	-2	1	0	4	0.1	-2.1	-8	16	-1.4
Cc1cccc(/C=N/NC(=O)c2ccc(NC(=O)c3ccc(F)cc3)cc2)n1	-2	1	-7	8	-2	-0.3	-0.3	nt	5	-1.2
CC(CCc1ccccc1)NC(=S)NC(=O)c1ccco1 (centres undefined)	0	-2	1	2	-1	nt	-0.5	-11	13	1.2
CCOC(=O)/C(C#N)=C/C1=C(N2CCOCC2)C(C)(C)OCC1	5	10	-7	3	-1	nt	-0.6	-14	8	0.0
CN1CCN(S(=O)(=O)c2ccc(NC(=O)c3ccc([N+](=O)[O-])cc3)cc2)CC1	-10	9	-2	21	nt	0.4	-0.3	-6	nt	-1.6
Cc1ccc(S(=O)(=O)NC2CCCCC2)c(C)c1NS(C)(=O)=O	-1	-6	11	0	1	nt	-1.0	-19	26	-2.1
Cc1cc2nc(C)n(CCCNC(=O)Nc3ccc(F)cc3)c2cc1C	2	2	2	-3	-3	-0.8	i	-20	15	-0.3
COc1ccc(NC2CCCN(C(=O)c3ccc(OC)cc3OC)C2)cc1 (centres undefined)	-2	-13	4	8	2	1.9	i	-7	14	-4.6
O=S(=O)(CCN1CCOCC1)c1ccc(Cl)cc1	-7	0	1	14	nt	nt	-0.9	-7	nt	-2.1
CC1CN=C(NC(=O)c2cccc([N+](=O)[O-])c2)S1 (centres undefined)	3	-2	4	3	-4	0.3	-0.3	-4	4	-0.8
O=C(Nc1ccc(N2C(=O)c3cccc4cccc(c34)C2=O)cc1)c1ccc(N2CCCCC2)c([N+](=O)[O-])c1	-6	7	-1	7	-7	-1.5	i	-16	0	4.1
O=C(/C=C/c1cccc([N+](=O)[O-])c1)NCCN1C(=O)S/C(=C\c2ccc(F)cc2)C1=O	3	12	1	8	4	0.0	-0.6	-3	4	2.5
Cc1cccc(NC(=O)CSc2nnc3ccc(-c4ccccn4)nn23)c1	2	4	0	-1	nt	nt	-5.3	-10&-3	nt	-0.6
COc1cccc(N2CCN(c3ccc(S(=O)(=O)N4CCCC4)cc3)CC2)c1	nt	5	1	-2	2	0.0	i	0	-8	nt
Cn1cc(Br)c(C(=O)NNC(=O)c2ccccc2)n1	2	-3	1	8	-5	-1.3	i	-13	-2	-0.2
CNc1cc(-c2ccc(OC)nc2)ncn1	nt	nt	12	4	nt	4.2	0.6	nt	nt	nt
Cc1ccccc1NC(=O)C(=O)NCCc1ccccc1	-1	1	1	0	8	nt	i	5	-7	-1.5
O=C(NC(=S)Nc1ccc(-c2nc3ncccc3o2)cc1)c1ccccc1F	-7	15	22	11	-5	nt	-0.4	-11	-2	3.6
O=C1CN(C(=O)COC(=O)CNC(=O)c2ccc(Cl)cc2)c2ccccc2N1	3	-6	5	4	2	nt	-1.0	-4	31	-0.9
COc1cccc(-c2cc(C(F)(F)F)nc(-n3ccc([N+](=O)[O-])n3)n2)c1	6	12	-2	3	-1	nt	-0.9	5	11	0.4
CCOCCn1c(N2CCN(c3ccccc3)CC2)nc2c1c(=O)n(C)c(=O)n2C	-1	4	-3	-7	-5	2.2	-1.5	4	-6	0.9
O=C(OCc1cn([C@@H]2CN(CC3CCCCC3)[C@@H](c3ccccc3)C[C@H]2O)nn1)c1ccccc1	nt	1	0	8	nt	-0.4	-0.4	nt	nt	nt
Cc1ccc(/C=N/NC(=O)c2nnn(-c3nonc3N)c2CN(C)C2CCCCC2)cc1	-14	11	6	-2	6	-0.1	-1.9	nt	10	-0.7

The closing six compounds of the part above open the next one.
SMILES	Rv3671c inh	MazEF act	FBA Mtb inh	GDH-TPI inh	SARS 3CLpro inh	Mtb BioA inh	BH1578 lux ind	PriA SSB inh	VHR inh abs	Mtb UGM inh
O=C(NC(=S)Nc1ccc(-c2nc3ncccc3o2)cc1)c1ccccc1F	-7	15	22	11	-5	nt	-0.4	-11	-2	3.6
O=C1CN(C(=O)COC(=O)CNC(=O)c2ccc(Cl)cc2)c2ccccc2N1	3	-6	5	4	2	nt	-1.0	-4	31	-0.9
COc1cccc(-c2cc(C(F)(F)F)nc(-n3ccc([N+](=O)[O-])n3)n2)c1	6	12	-2	3	-1	nt	-0.9	5	11	0.4
CCOCCn1c(N2CCN(c3ccccc3)CC2)nc2c1c(=O)n(C)c(=O)n2C	-1	4	-3	-7	-5	2.2	-1.5	4	-6	0.9
O=C(OCc1cn([C@@H]2CN(CC3CCCCC3)[C@@H](c3ccccc3)C[C@H]2O)nn1)c1ccccc1	nt	1	0	8	nt	-0.4	-0.4	nt	nt	nt
Cc1ccc(/C=N/NC(=O)c2nnn(-c3nonc3N)c2CN(C)C2CCCCC2)cc1	-14	11	6	-2	6	-0.1	-1.9	nt	10	-0.7
Cc1c(NC(=O)COC(=O)Cc2ccc(Br)cc2)c(=O)n(-c2ccccc2)n1C	-4	-7	3	-5	nt	-0.9	i	0	nt	-0.3
COCCNC(=S)N/N=C(\C)c1cccc([N+](=O)[O-])c1	-1	-4	-3	9	1	nt	-0.2	nt	-3	-2.8
CCOC(=O)C1=C(C)N(C)C(=S)NC1c1cccc(Cl)c1Cl (centres undefined)	-9	0	-2	3	-5	-1.9	i	7	5	-1.3
O=C(Cc1ccc(S(=O)(=O)N2CCOCC2)s1)N1CCN(c2ccc(C(F)(F)F)cc2[N+](=O)[O-])CC1	6	-3	0	8	nt	-1.3	i	-7	nt	2.0
CC(C1CC2CCC1C2)n1c(-c2cccs2)n[nH]c1=S (centres undefined)	-6	2	14	4	5	1.9	-0.4	11	11	-5.1
O=C(CSc1n[nH]c(-c2ccncc2)n1)Nc1ccccc1	-3	-13	3	-1	3	-1.3	-0.3	-16	17	-3.4
COc1ccccc1OCCNC(=O)c1cc(F)c(F)cc1Cl	-1	-1	1	8	-3	nt	-0.2	-5	-2	0.1
COc1ccc(C(=O)Nc2c(Cl)cc(Cl)cc2C(=O)NCc2ccco2)cc1	-1	1	-1	-3	1	-0.3	-0.7	-21	4	-1.2
CCOC(=O)NC(N(O)c1cccc(Cl)c1)C(Cl)(Cl)Cl (centres undefined)	-3	6	1	13	0	0.2	-1.2	6	6	-1.2

Only part of the results is shown (hit frequency here may not be typical).
